# Screening results as filed in PubChem BioAssay.
# CHT inh: inhibitors of human choline transporter CHT. CHT-expressing cells, membrane potential dye, choline response; stronger effect = lower value. AID 488975. B-score at 10 µM. hit rate 0.86% among 310,000;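 active means B-score over 3 SD under the library average, and starting fluorescence ratio not unusually high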;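 further: choline stimulus applied at its EC90 after an EC20 pre-addition; B-score computed on integrated fluorescence ratio after choline addition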
# Target sequence (Q9GZV3 whole entry, looked up): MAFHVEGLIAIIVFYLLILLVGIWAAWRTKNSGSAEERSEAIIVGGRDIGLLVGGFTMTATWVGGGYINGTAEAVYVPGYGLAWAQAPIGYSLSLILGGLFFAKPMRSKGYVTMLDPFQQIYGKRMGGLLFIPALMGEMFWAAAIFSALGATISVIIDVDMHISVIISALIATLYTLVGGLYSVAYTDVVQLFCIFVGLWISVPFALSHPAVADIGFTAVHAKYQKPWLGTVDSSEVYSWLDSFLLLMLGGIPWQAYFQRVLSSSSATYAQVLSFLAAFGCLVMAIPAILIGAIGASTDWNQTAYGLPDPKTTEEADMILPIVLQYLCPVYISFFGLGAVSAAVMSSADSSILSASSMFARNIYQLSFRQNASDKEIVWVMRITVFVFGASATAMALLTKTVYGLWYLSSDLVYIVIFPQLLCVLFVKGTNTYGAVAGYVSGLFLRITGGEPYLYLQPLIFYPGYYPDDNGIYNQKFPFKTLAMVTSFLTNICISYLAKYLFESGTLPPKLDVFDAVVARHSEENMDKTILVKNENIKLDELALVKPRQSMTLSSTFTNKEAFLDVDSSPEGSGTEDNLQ
# CHT allo act: human CHT allosteric activation. Q9GZV3. B-score at 10 µM. hit rate 0.49% among 310,000. CHT-expressing cells, membrane potential dye, choline EC20; stronger effect = higher value; LV-AA mutant CHT in HEK293 cells;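 active means initial fluorescence not abnormally high and integrated response B-score, plate-corrected, over 3 SD above library mean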
# Starred values were filed as active, the others as inactive; i = inactive. Hits appear at their usual frequency (roughly 1.4% active in at least one column).
SMILES,CHT inh,CHT allo act
CCCCCCOC(=O)/C=C/c1c(C)[nH]c(=O)[nH]c1=O,i,i
O=C(CSc1nnc(-c2ccc(Cl)cc2)n1-c1ccc(Cl)cc1)N/N=C/c1ccco1,i,i
Cc1ccc(Sc2cc(C(=O)c3ccccc3C(=O)O)ccc2[N+](=O)[O-])cc1,i,i
COc1cc(=O)n(C)c2c(OCC3OC(C)(C)OC3(C)C)cccc12 (configuration not stated),i,i
COc1ccc(N=Nc2cc(-c3ccccc3)ccc2O)cc1,i,i
Cc1ccc(OCC(=O)NCCCNC(=O)c2ccco2)cc1C,i,i
CCCNC(=O)C1CNc2ccccc2O1 (configuration not stated),i,i
Cc1ccsc1C(=O)OCC(=O)NCC1CCCO1 (configuration not stated),i,i
COc1ccc(NS(=O)(=O)c2ccc(-c3coc(C)n3)cc2)c(OC)c1,i,i
O=C(NC1CCCc2ccccc21)C1CCN(S(=O)(=O)c2ccccc2)CC1 (configuration not stated),i,i
COc1ccc(OC)c(S(=O)(=O)Nc2ccc(-c3ccc4nncn4n3)cc2)c1,i,i
O=C(CSc1ccc(-c2cccc([N+](=O)[O-])c2)nn1)NC1CCCC1,i,i
Cc1cc(C(C)(C)C)oc1C(=O)N(CC(=O)NC1CCCC1)Cc1ccc(F)cc1,i,i
Cc1cc(NC(=O)CCC(=O)N(Cc2ccco2)C(C(=O)NCC2CCCO2)c2ccncc2)no1 (configuration not stated),i,i
CCN(CC(=O)Nc1cc(Cl)ccc1C)C(=O)COc1cccc2c1OC(C)(C)C2,i,i
CCC(=O)NCCc1nc2cc(NC(=O)c3cccs3)ccc2n1C,i,i
CN(C)CC(c1ccccc1)c1ccccc1,i,i
CCCCn1nnnc1SCC(=O)NC1CCCCC1,i,i
CCOC(=O)N1CCC(N2Cc3cccc(C(=O)Nc4ccccc4OC)c3C2=O)CC1,i,i
O=C(NCCC1=CCCCC1)c1coc(=O)c(Br)c1,i,i
O=C(NCC1CCCO1)/C(=C/c1cn(-c2ccccc2)nc1-c1cccnc1)NC(=O)c1ccccc1 (configuration not stated),i,i
O=C(Nc1ccc2nc3n(c(=O)c2c1)CCCCC3)C(=O)N1CCN(c2ccc(F)cc2)CC1,i,i
O=C(COC(=O)c1cc(-c2ccncc2)nc2ccccc12)Nc1ccc2c(c1)OCO2,i,i
O=C(NN(C(=O)c1ccccc1)c1ccccc1)c1ccccc1,i,i
CC(O)CNC(=O)c1ccc(-c2nn(C)c(=O)c3ccccc23)cc1 (configuration not stated),i,i

# Quoted from the entries so far (6 entries):
SMILES,CHT inh,CHT allo act
CCCCCCOC(=O)/C=C/c1c(C)[nH]c(=O)[nH]c1=O,i,i
O=C(CSc1nnc(-c2ccc(Cl)cc2)n1-c1ccc(Cl)cc1)N/N=C/c1ccco1,i,i
Cc1ccc(Sc2cc(C(=O)c3ccccc3C(=O)O)ccc2[N+](=O)[O-])cc1,i,i
COc1cc(=O)n(C)c2c(OCC3OC(C)(C)OC3(C)C)cccc12 (configuration not stated),i,i
COc1ccc(N=Nc2cc(-c3ccccc3)ccc2O)cc1,i,i
Cc1ccc(OCC(=O)NCCCNC(=O)c2ccco2)cc1C,i,i

# Remaining list, next part.
SMILES,CHT inh,CHT allo act
Cc1cc(C)c(S(=O)(=O)Nc2ccc[nH]c2=O)c(C)c1,i,i
COc1ccccc1NC(=O)COc1cccc(-n2cnnn2)c1,i,i
Cc1cccc(OCC(=O)Nc2ccc3c(c2)nc(CCN2CCC(C)CC2)n3C)c1,i,i
CNC(=O)C(=O)NCC1OCCN1S(=O)(=O)c1ccc(OC)c(OC)c1 (configuration not stated),i,i
Cc1sc2nc(SCCO)n(-c3ccccc3)c(=O)c2c1C,i,i
COc1ccc(S(=O)(=O)Nc2ccc(C)cc2)cc1N(C)S(=O)(=O)c1ccc(Cl)cc1,i,i
CCN(CC)S(=O)(=O)c1ccc(N2CCOCC2)c(NC(=O)C2CSC3(C)CCC(=O)N23)c1 (configuration not stated),i,i
Cc1nc2ccccc2cc1C(=O)N(C)Cc1ccccc1,i,i
COc1ccc(Cc2noc(CN(C)CCN3CCc4ccccc4C3)n2)cc1OC,i,i
O=C(CSc1n[nH]c(-c2ccncc2)n1)Nc1ccc(Br)cc1,i,i
COc1ccc(-n2c(CN3CCN(Cc4ccccc4)CC3)nc3ccc([N+](=O)[O-])cc3c2=O)c(OC)c1,i,i
C=CCn1cc(C(=O)N2CCN(c3ccccc3)CC2)c(=O)c2cc(S(=O)(=O)N3CCCC3)ccc21,i,i
CC(C)(C)C1CCC(=NNC(=O)C(=O)NCc2ccco2)CC1 (configuration not stated),i,i
CCc1ccc(CNCc2ccc(OCC(O)CN(C)Cc3ccccc3)cc2)nc1 (configuration not stated),i,i
O=C(Nc1ccccc1)c1cnc[nH]1,i,i
COc1ccc(NC(=O)Cn2cc(C(C)=O)c3ccccc32)cc1,i,i
O=C(NCC1CCCO1)C(=O)N/N=C/c1cccc(Cl)c1 (configuration not stated),i,i
CC1CN(S(=O)(=O)c2cccc(C(F)(F)F)c2)C(C)N1C(=O)N1CCOCC1 (configuration not stated),i,i
Cc1cccc(C)c1NC(=O)N1CCCC1C(=O)Nc1ccc(-n2cnnn2)cc1 (configuration not stated),i,i
Cc1cc(C)cc(NC(=O)CN2CCC(NC(=O)c3cccc(F)c3)CC2)c1,i,i
O=C(Nc1ccc(N2CCOCC2)cc1)C1(S(=O)(=O)c2ccccc2)CC1,i,i
O=C(c1cc(-c2ccccc2)nc2ccccc12)N1CCN(c2ccccn2)CC1,i,i
O=C(CN1C(=O)C2CCCCC2C1=O)Nc1nc(-c2ccccn2)cs1 (configuration not stated),i,i
CCN(CC)c1ccc(/C=C(\C#N)C(N)=S)cc1,i,i
CNC(=S)N/N=C(\C)c1ccc2c(c1)OCCO2,i,i

# Additional results:
SMILES,CHT inh,CHT allo act
C=CCn1c(C)cc(C)c(C#N)c1=O,i,i
CC(=O)c1ccc(N2CCN(C(=O)c3cccs3)CC2)c(F)c1,i,i
O=c1oc(-c2ccccc2NS(=O)(=O)c2ccccc2)nc2ccccc12,i,i
Cc1ccc(S(=O)(=O)NCCCN(C)C)cc1,i,i
Cc1ccc(Cl)cc1NC(C#N)c1ccccc1 (configuration not stated),i,i
C[C@H](NC(=O)c1nc[nH]c1C(=O)N[C@@H](Cc1ccccc1)C(=O)OCc1ccccc1)C(=O)OC(C)(C)C,i,i
O=C(NC(NC(=O)c1ccccc1)C(=O)c1ccccc1)c1ccccc1,i,i
N#Cc1cc2ccccc2nc1SCc1ccccn1,i,i
COc1ccccc1C(=O)N(C)c1nnc(-c2ccccc2)s1,i,i
COc1ccccc1CC(=O)NC12CC3CC(CC(C3)C1)C2,i,i
COc1ccc(Cl)cc1C(=O)Nc1nc(C)cc(C)n1,i,i
N/C(=N\OC(=O)c1ccc(=O)n(Cc2ccccc2)c1)c1ccccn1,i,i
COC(c1ccccc1)c1nnc(CCC(=O)N(C)CCCC2CCCC2)o1 (configuration not stated),i,i
O=C(O)c1ccc(Cl)cc1NC(=O)C1CCCO1 (configuration not stated),i,i
COc1cc(/C=C/C(=O)NCc2cccnc2)cc(OC)c1OC,i,i
O=C(c1cccnc1)N1CCc2ccccc21,i,i
COCCCNC(=O)CSc1nc2cc(S(=O)(=O)N3CCCCC3)ccc2o1,i,i
CNC(=O)CSc1nc(-c2ccccc2)c(-c2ccccc2)o1,i,i
CCc1ccc(CC)c(S(=O)(=O)Nc2ccc(O)c(C(=O)O)c2)c1,i,i
N#Cc1ccccc1NC(=O)c1ccccc1OCC(=O)Nc1ccc2c(c1)oc1ccccc12,i,i
O=C(O)CC/C(=N/NC(=O)CNC(=O)Cc1ccccc1)c1ccccc1,i,i
Cn1c(NC(=O)/C=C/c2ccco2)cc(=O)n(C)c1=O,i,i
COc1ccc(CC(=O)NC(C)c2nnc(SCC(=O)Nc3ccccc3)n2C)cc1 (configuration not stated),i,i
S=C(Nc1ccc(Oc2ccccc2)cc1)NC1CCCC1,i,i
CCOCCCNC(=O)CCn1ccc2cc(S(=O)(=O)N3CCCC3)ccc21,i,i

# Next compounds
SMILES,CHT inh,CHT allo act
Cc1ccccc1NC(=O)C1C2/C=C\CCCCC21 (configuration not stated),i,i
Cc1ccc(-c2cc(C(F)(F)F)c(C#N)c(SCCC#N)n2)o1,i,i
CCOc1ccc(CCNC(=O)c2ccc(NC3=NC4CS(=O)(=O)CC4S3)cc2)cc1 (configuration not stated),i,i
O=C(Cn1cc(/C=N/NC(=O)c2cccc(C(F)(F)F)c2)c2ccccc21)Nc1ccc(F)cc1,i,i
CCc1ccccc1N1CN(Cc2ccco2)CNC1=S,-5.54*,i
NCCOc1cnn(-c2ccccc2Cl)c(=O)c1Cl,i,i
CCC(=O)C1=C(O)C(c2cccc(Oc3ccccc3)c2)CCC1=O (configuration not stated),i,i
COC(=O)C1=C(C(=O)OC)[C@@H]2N(C)c3ccc(OC)cc3[C@@]23C[C@@H](C(=O)OC)N(C(=O)NC2CCCCC2)C3=N1,i,i
CCCCCN(C(=O)CCC(=O)OCC(=O)N1CCCCC1C)c1c(N)n(CCCC)c(=O)[nH]c1=O (configuration not stated),i,i
N=c1oc2cc(O)ccc2cc1C(=O)Nc1ccc(Br)cc1,i,i
C/C(=N\NC(=O)C(N)=O)c1ccc(O)cc1O,i,i
CCOC(=O)C1CCN(CC(=O)N2CCc3ccccc32)CC1,i,i
O=C(CC12CC3CC(CC(C3)C1)C2)N1CCOCC1,i,i
Cc1ccc(C2=NOC(C)(c3nnc(Cc4ccccc4)o3)C2)cc1 (configuration not stated),i,i
O=C(Nc1ccc(F)cc1F)c1ccc(S(=O)(=O)N2CCCCC2)cc1,i,i
COCc1cc(/C=N\NC(=O)Cc2ccc(OC)cc2)ccc1OC,i,i
COc1ccc(CN2CCN(C(C)C)C(CCO)C2)cc1Cn1cccn1 (configuration not stated),-11.9*,i
CC1CC(=O)N(CC(=O)NCc2ccc3c(c2)OCO3)c2ccccc2S1 (configuration not stated),i,i
Cc1ccccc1NC(=O)c1sc(Cl)nc1-c1ccccc1,i,i
CCOC(=O)c1c(C)n(C)c2ccc(OC)c(NC(=O)CCN3CCC(Cc4ccccc4)CC3)c12,i,i
Cc1nnc(NC(=O)c2csc3c2CCC(C)C3)s1 (configuration not stated),i,i
CCOc1cc(C(=O)N/N=C/c2ccsc2)cc(OCC)c1OCC,i,i
CCOC(=O)Cc1csc(NC(=O)c2cccs2)n1,i,i
O=C1/C(=C/c2ccccc2)Oc2cc(OC(=O)N3CCOCC3)ccc21,i,i
Cc1nc2ccc(F)cc2cc1C(=O)NCc1ccco1,i,i

# (continued)
SMILES,CHT inh,CHT allo act
Cc1ccc(CN2CCN(C3CCCC3)C(CCO)C2)s1 (configuration not stated),i,i
CCC1=C(OC(=O)N(CC)CC)N2C(=O)OC(=NCC(=O)OC)[C@]2(Cc2ccccc2)[C@H]2C1=CC[C@H]1C(=O)NC(=O)[C@H]12,i,i
Cc1ccc2nc(N(CCN(C)C)C(=O)c3ccc4ccccc4c3)sc2c1,i,i
CCOC(=O)C1(Cc2cccc(Cl)c2)CCCN(CCO)C1 (configuration not stated),i,i
COc1ccc(-c2oc3ncnc(NCCCN4CCOCC4)c3c2-c2ccc(OC)cc2)cc1,i,i
Cc1ccsc1C(=O)Nc1ccc2c(c1)OCCO2,i,i
COc1ccc(-c2csc(=Nc3c(C)n(C)n(-c4ccccc4)c3=O)n2C(C)(C)C)cc1,i,i
CCOC(=O)Oc1c(OC)cc(C(=O)O[C@@H]2C[C@@H]3CN4CCc5c([nH]c6cc(OC)ccc56)[C@H]4C[C@@H]3[C@H](C(=O)OC)[C@H]2OC)cc1OC,i,i
COc1ccc(C(=O)NCC(c2ccc3c(c2)OCO3)N2CCN(c3ccc(OC)cc3)CC2)cc1 (configuration not stated),i,i
CC(/C=C1\SC(=S)N(CCCC(=O)Nc2ccc(C(=O)O)cc2)C1=O)=C\c1ccccc1,i,i
O=S(=O)(Nc1ccc(N=Nc2ccccc2)cc1)c1ccccc1,i,i
COc1ccc(CN(C(=O)c2nsc(Cl)c2Cl)C(C(=O)NC2CCCCC2)c2ccc(OC)cc2)cc1 (configuration not stated),i,i
CC(=O)c1ccc(Nc2nc(-c3cccnc3)cs2)cc1,i,i
O=C(CSc1nnc(NC(=O)c2c(F)cccc2F)s1)NCC1CCCO1 (configuration not stated),i,i
CC(C)=CC(=O)Nc1nnc(C(C)C)s1,i,i
COc1ccc(Nc2nnc(Cc3ccncc3)c3ccccc23)c(OC)c1,i,i
Cn1c(CC(=O)NN)c(Sc2ccccc2)c2ccccc21,i,i
Cc1c(C(C)(C)O)[nH]c2cc(C(F)(F)F)ccc12,i,i
Cc1cc(C)c(C#N)c(SCC(=O)NC2CC2)n1,i,i
Cc1ccc(C)c(OCC(=O)Nc2ccncc2)c1,i,i
COc1ccc(CNC(=O)c2sccc2-c2ccccc2)cc1OC,i,i
COC(=O)C(C(=O)OC)C(CC(=O)c1ccc(C)cc1)c1cc(OC)c(OC)c(OC)c1 (configuration not stated),i,i
CCOC(=O)c1c(CN2CCN(c3ccccc3)CC2)oc2cc(Br)c(O)cc12,i,i
Cc1cc(C)nc(N(C#N)CCOc2ccc(Cl)cc2)n1,i,i
O=C(CCS(=O)(=O)c1cccs1)Nc1ccc(C(=O)NC2CCCC2)cc1,i,i
Cc1cccnc1NC(=O)CCn1c(=O)oc2ccccc21,i,i

# Whole records as entered above. Order of values: CHT inh, CHT allo act
# Profile of Cc1ccc(CN2CCN(C3CCCC3)C(CCO)C2)s1 (configuration not stated) = i, i
# Profile of CCOC(=O)Oc1c(OC)cc(C(=O)O[C@@H]2C[C@@H]3CN4CCc5c([nH]c6cc(OC)ccc56)[C@H]4C[C@@H]3[C@H](C(=O)OC)[C@H]2OC)cc1OC = i, i
# Profile of Cc1sc2nc(SCCO)n(-c3ccccc3)c(=O)c2c1C = i, i
# Profile of Cc1cc(C)c(C#N)c(SCC(=O)NC2CC2)n1 = i, i
# Profile of CC(=O)c1ccc(Nc2nc(-c3cccnc3)cs2)cc1 = i, i
